# Source: PubChem
# aSyn rescue – rescues yeast growth from alpha-synuclein toxicity. Yeast expressing alpha-synuclein, growth rescue, BacTiter-Glo, 24 h. Potency, µM (highest dose often 46.1 µM), without a hit: top-dose growth rescue (activation), usual class: activators. 370,000 tested, 0.14% active. AID 652106; further: potency means the concentration at half of the fitted maximal effect; % of control where 0% means no effect; nearly all actives have a fitted effect of over 65% in size
#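 Readout is rescue of growth in alpha-synuclein-expressing yeast, so inhibitors of toxicity appear as activators. Growth after 24 hr at 30 deg C in galactose medium is quantified by luminescence.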
# Akt phos inh – Akt phosphorylation inhibition; Neuro2A IGF-stimulated pAkt S473 HTRF, 20 min; active compounds read low; activity change, % for hits at 50 µM; 360,000 tested, 0.32% active; AID 651550; in the data active means activity change below about -80%; inconclusive means mostly about -51% to -80%; further: on the % scale 0 is the no-effect control and ±100 the full control effect
#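 Neuro2A cells (4,500/well, DMEM with 0.5% FBS) were treated with compound at a single 50 µM final concentration, stimulated with 6 nM IGF for 20 min at 37 °C, and lysed. Phospho-Akt Ser473 was read by HTRF as 665/615 ratio ×10^4.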
# TDP43 rescue – TDP-43 toxicity inhibition in yeast. TDP-43 expressing yeast growth rescue, BacTiter-Glo, 24 h. Potency, µM (top dose mostly 46.1 µM), for the others: top-dose growth rescue (activation), hits mostly activators. 410,000 tested, 1.8% active; further: potency means the concentration at half of the fitted maximal effect; % of control where 0% means no effect; nearly all actives have a fitted effect of over 50% in size
#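 Yeast cells expressing TDP-43 under galactose induction are exposed to compounds for 24 hr at 30 deg C. BacTiter-Glo luminescence measures growth, so protective compounds score as activators.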
# GLP-1R inv ag – acts as inverse agonist at human GLP-1 receptor. Potency, µM (highest dose often 38.3 µM), inactives show at the highest dose activity change, negative = inhibition, actives largely listed as inhibitors. HEK293 GLP-1R CRE-luciferase, luminescence, 24 h; GLP-1R form is constitutively active. P43220. 410,000 tested, 1.6% active. AID 624417; further: potency means the concentration at half of the fitted maximal effect; on the % scale 0 is the no-effect control and ±100 the full control effect; nearly all actives have a fitted effect of over 55% in size
# Target sequence (P43220 whole entry, looked up): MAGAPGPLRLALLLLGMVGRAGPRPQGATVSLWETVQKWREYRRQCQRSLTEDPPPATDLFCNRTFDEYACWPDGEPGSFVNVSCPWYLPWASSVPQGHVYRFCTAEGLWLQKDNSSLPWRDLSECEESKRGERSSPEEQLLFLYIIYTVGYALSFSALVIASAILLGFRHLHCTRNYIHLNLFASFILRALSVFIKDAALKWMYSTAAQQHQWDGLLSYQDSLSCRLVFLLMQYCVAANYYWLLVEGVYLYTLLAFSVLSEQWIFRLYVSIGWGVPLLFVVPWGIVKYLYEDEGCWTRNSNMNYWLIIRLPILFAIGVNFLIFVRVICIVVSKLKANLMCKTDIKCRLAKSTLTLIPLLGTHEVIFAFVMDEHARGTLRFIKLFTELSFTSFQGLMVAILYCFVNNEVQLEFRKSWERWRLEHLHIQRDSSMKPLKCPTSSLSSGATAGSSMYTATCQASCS
#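 HEK293 cells stably co-expressing a cAMP-responsive luciferase reporter and constitutively active GLP-1R were seeded, incubated 12 h, then exposed to compounds for 24 h at 37 C. Luminescence was read 12 min after detection reagent; inverse agonists lower signal.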
# GLP1R cytotox – cytotoxicity in counter-screen for GLP-1R inverse agonists; AID 624418; HEK293 cAMP-luciferase reporter cells, luminescence, 24 h; 410,000 tested, 0.13% active; Potency, µM (doses to about 38.3 µM), for inactives: at the highest dose activity change, negative = inhibition, most hits filed as inhibitors;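 further: loss of luciferase light is scored as toxicity; potency means the concentration at half of the fitted maximal effect; on the % scale 0 is the no-effect control and ±100 the full control effect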
#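 Quantitative HTS format, 1536 wells, 200 cells/uL seeded. Compounds: 23 nL, 24 h, 37 °C. Detection: luciferase reagent, luminescence at 12 min RT; decreased signal taken as cytotoxic.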
# PTHR1 agonist – activates the human parathyroid hormone receptor PTHR1. Q03431. HEK293 GP2 PTHR1 cells, GloSensor cAMP luminescence, 1 h. Potency, µM (doses to about 115 µM), without a hit: at the highest dose activation, most hits filed as activators. 410,000 tested, 0.075% active; further: potency means the concentration at half of the fitted maximal effect; nearly all actives have a fitted effect of over 55% in size; some results filed as inactive show a strong effect at the top dose; inactives centre near -15; many of its hits are not listed in these tables
# Target sequence (Q03431 whole entry, looked up): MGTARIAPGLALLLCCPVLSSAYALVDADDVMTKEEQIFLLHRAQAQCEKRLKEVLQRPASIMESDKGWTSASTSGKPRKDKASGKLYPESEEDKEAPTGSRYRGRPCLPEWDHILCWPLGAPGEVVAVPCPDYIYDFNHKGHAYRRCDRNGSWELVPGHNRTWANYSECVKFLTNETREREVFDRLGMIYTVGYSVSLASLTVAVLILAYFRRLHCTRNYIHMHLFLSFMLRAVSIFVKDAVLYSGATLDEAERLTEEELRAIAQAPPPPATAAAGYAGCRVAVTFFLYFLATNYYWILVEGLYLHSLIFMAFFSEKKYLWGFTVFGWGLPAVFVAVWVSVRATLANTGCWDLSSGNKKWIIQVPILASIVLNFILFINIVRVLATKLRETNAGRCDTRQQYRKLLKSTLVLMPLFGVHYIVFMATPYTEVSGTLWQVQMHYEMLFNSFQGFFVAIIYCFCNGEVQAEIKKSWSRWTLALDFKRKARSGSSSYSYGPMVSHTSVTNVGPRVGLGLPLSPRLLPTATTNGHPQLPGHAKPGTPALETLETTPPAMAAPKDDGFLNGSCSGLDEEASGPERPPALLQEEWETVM
#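 HEK-293-derived GP2 cells expressing PTHR1 and a GloSensor cAMP reporter, 3,000/well, plated overnight, given luciferin plus IBMX (each 0.5 mM as added) for 1 h at 37 °C, then compound for 1 h at 37 °C. Luminescence was read after 15 min at room temperature.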
# FUS yeast rescue – FUS proteinopathy suppression in yeast. S. cerevisiae FUS-expressing, growth rescue, OD600, 24 h. Potency, µM (titrated, usually from 76.6 µM), for inactives: at the highest dose growth rescue (activation), hits mostly activators. 390,000 tested, 0.24% active. AID 1347120;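 further: potency means the concentration at half of the fitted maximal effect; plate controls were DMSO vehicle for no effect and reference control for full effect; nearly all actives have a fitted effect of over 55% in size; some results filed as inactive show a strong effect at the top dose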
#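 Yeast FUS proteinopathy model; galactose-induced FUS (2%), starting OD 0.005. Cpds in dilution series, 24hr, 30C, 99% humidity. Abs 600 nm growth. Pos ctrl CP55940 (top 92uM final); neg ctrl DMSO.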
# Abeta rescue – restores growth of yeast expressing A-beta42 peptide | Potency, µM (highest dose often 46.1 µM), for inactives: at the highest dose growth rescue, actives largely listed as activators | 410,000 tested, 0.063% active | yeast expressing A-beta42, growth rescue, OD600, 48 h; response scale: 0% DMSO, 100% iron-clioquinol control; further: potency means the concentration at half of the fitted maximal effect; nearly all actives have a fitted effect of over 55% in size
#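 Yeast growth medium received pinned compounds, then yeast cells expressing toxic A-beta were added; plates incubated at 30 C for 48 hr. Growth read as absorbance at 600 nm, normalized to DMSO and equimolar FeCl3 plus clioquinol controls.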
# Mm-Cpn inhibitor – blocks the Methanococcus maripaludis chaperonin Mm-Cpn; Potency, µM (top dose mostly 76.9 µM), inactives show at the highest dose activity, negative = inhibition, actives largely listed as inhibitors; AID 504842; purified Mm-Cpn ATPase, ADP Transcreener TR-FRET; 330,000 tested, 0.031% active; further: potency means the concentration at half of the fitted maximal effect; on the % scale 0 is the no-effect control and ±100 the full control effect; nearly all actives have a fitted effect of over 80% in size
#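 ATPase turnover read by TR-FRET ADP competition (Eu cryptate antibody/ADP-d2, 665/590 nm): 10uM ATP final, 25nM Mm-CPN final, 30 min 37degC after 10-min compound preincubation, pH 7.4 Tris/KCl/MgCl2/DTT buffer.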
# An asterisk follows results filed as active; i = inactive; ? = inconclusive; / = no result given; & = joins results of further samples; [ ] = remark or other dose. Unless noted, the call rests on the fitted dose curve; in most records, active means well fitted curve in the direction sought with a large enough effect; inconclusive means small, poorly fitted or top-dose-only effect, or another doubt; inactive means no such curve, though single readings can be large; an effect the other way counts as inactive or inconclusive. The list is partial. The share of hits here may be higher or lower than overall.
SMILES,aSyn rescue,Akt phos inh,TDP43 rescue,GLP-1R inv ag,GLP1R cytotox,PTHR1 agonist,FUS yeast rescue,Abeta rescue,Mm-Cpn inhibitor
O=S(=O)(Nc1cccc(S(=O)(=O)N2CCOCC2)c1)c1ccc2c(c1)OCCO2,-7%,i,-21%,-11%,4%,i,10%,-7%,-3%
COc1ccc(/C=C/C(=O)N2CCN(C)CC2)cc1S(=O)(=O)N1CCCCC1,-1%,i,14%,-22%,1%,i,-11%,7%,2%
Cc1ccc(CN2CCC(CNC(=O)c3cnn(-c4ccccc4)c3C3CCN(C(=O)OC(C)(C)C)CC3)CC2)cc1,/,/,13%,4%,0%,i,13%,6%,/
CCn1c(C(=O)O)c(CC(=O)Nc2ccccc2OC)c2ccccc21,2%,i,-2%,-14%,-3%,i,-17%,13%,1%
Cn1c(=O)oc2cc(S(=O)(=O)NC(Cc3ccccc3)C(=O)Nc3ccc(F)c(Cl)c3)ccc21 (configuration not stated),/,/,4%,16%,18%,i,19%,-13%,/
CN(C)c1cccc2c1c(NS(=O)(=O)c1cn(C)cn1)nn2C,4%,i,6%,-15%,-3%,i,?,10%,-1%
CCC(=O)Oc1c(C(=O)CC)cc2c(C)cc(=O)oc2c1C,?,i,?,-8%,325%[activator],-39%[inhibitor],/,-16%,-3%
O=[N+]([O-])c1ccc2c(c1)nc(CO)n2Cc1ccccc1,3%,i,26%,-19%,-9%,-38%,9%,6%,-3%
COc1cc(CCCN2CCNC[C@@H]2Cc2ccccc2)cc(OC)c1OC,0%,i,-5%,-13%,2%,i,-31%,-3%,0%
COc1ccc(C(CC(=O)O)NC(=O)c2cccs2)cc1 (configuration not stated),3%,i,-5%,-3%,8%,8%[57.5 µM],13%,8%,0%
Cc1ccnc(NC(=O)CNC(=O)c2sc3ccccc3c2Cl)c1,2%,i,28%,-1%,-13%,i,/,7%,-1%
OCCC1CN(Cc2cccn2-c2ncccn2)CCN1C1CCCC1 (configuration not stated),-6%,i,2%,-4%,1%,i,0%,-2%,1%

# Reprinted from the part before: two compounds, then new ones.
SMILES,aSyn rescue,Akt phos inh,TDP43 rescue,GLP-1R inv ag,GLP1R cytotox,PTHR1 agonist,FUS yeast rescue,Abeta rescue,Mm-Cpn inhibitor
Cc1ccnc(NC(=O)CNC(=O)c2sc3ccccc3c2Cl)c1,2%,i,28%,-1%,-13%,i,/,7%,-1%
OCCC1CN(Cc2cccn2-c2ncccn2)CCN1C1CCCC1 (configuration not stated),-6%,i,2%,-4%,1%,i,0%,-2%,1%
COCCn1nnnc1C(c1ccc(OC)cc1OC)N1CCN(c2ccccc2F)CC1 (configuration not stated),16%,i,7%,-15%,-17%,i,7%,-1%,-1%
Cc1noc(C)c1CSCC(=O)Nc1cc(Cl)ccc1N1CCOCC1,-2%,i,13%,-1%,12%,i,/,-12%,0%
O=[N+]([O-])c1ccc(S(=O)(=O)Nc2ccc(-c3ccc(N4CCCC4)nn3)cc2)cc1,0%,i,-12%,-26%,8%,i,29%,7%,-1%
CC(=O)Nc1cccc(NC(=O)CSc2nccn2Cc2ccc3c(c2)OCO3)c1,/,/,0%,-8%,10%,i,2%,3%,/
COc1ccccc1CN1CCNC(=O)C1CC(=O)NCCCN1CCOCC1 (configuration not stated),-1%,i,16%,-6%,5%,i,-24%,-3%,/
Clc1ccc(C=NN2CCCCCC2)cc1Cl,-4%,i,-1%,-1%,-12%,-40%[inhibitor],/,-13%,/
COC(=O)CCC/C=C1/SCC(NC(=O)c2ccccc2)C1NC(C)=O (configuration not stated),1%,i,7%,9%,4%,-18%,-4%,4%,0%
CC(C)Cc1nc2sc3c(=O)[nH]cnc3c2c2c1CCCC2,-8%,i,1%,2%,4%,i,-4%,11%,-17%
Cc1ccccc1C(=O)Nc1ccc(O)c2c(=O)cc(-c3ccccc3Cl)oc12,-1%,i,-10%,9%,5%,3%,13%,-6%,0%
Cc1ccc2c(c1)CC1(CN2C)C(=O)OC2(CCCCC2)OC1=O,-1%&2%,i,22%,8%,-9%,i,8%,9%,0%
COC(=O)Cn1c2ccc(Cl)cc2c2nc(C)sc21,0%,i,26%,13%,18%,-1%,12%,0%,2%
O=C(OCCc1cc2ccccc2c(=O)o1)c1ccc(F)cc1,5%,i,23%,-29%,7%,-95%[inhibitor],-14%,6%,1%
Cc1ccc(C)c(N2CCN(C(c3ccccc3)c3nnnn3C(C)(C)C)CC2)c1 (configuration not stated),2%,i,-7%,11%,-4%,8%,-4%,-45%,/
Cc1ccc(C(=O)Nc2ccc(S(=O)(=O)N3CCCC3)cc2)cc1,1%,i,-20%,?,-5%,-15%,25%,-3%,1%
Cc1ccc(C(C)C)c(OCC(=O)OCC(=O)NC2CC2)c1,4%,i,12%,?,-1%,i,4%,15%,-1%
CC(C)c1ccc(C2C(C(=O)c3ccco3)=C(O)C(=O)N2CCN2CCOCC2)cc1 (configuration not stated),-1%,i,0%,-5%,0%,-2%,?,-7%,-2%
O=c1cccccc1NN=C1CCCCC1,-1%,i,-35%[inhibitor],4%,-3%,i,28%,-9%,0%
Cc1cc(=O)[nH]c(SCC(=O)Nc2ncc(S(=O)(=O)c3ccc([N+](=O)[O-])cc3)s2)n1,0%,i,-6%,-4%,-8%,i,17%,6%,-2%
Cc1nnc(SCC(=O)N2CCN(S(=O)(=O)c3ccccc3)CC2)s1,-1%,i,5%,-10%[0.307 µM],0%[0.307 µM],i,8%,0%,1%
CCCc1cc(=O)[nH]c(/N=C(\N)Nc2ccccc2)n1,3%,i,-18%,2%,-6%,i,9%,23%,-2%
Cn1[nH]c(=O)c(Cl)c(Cl)c1=O,5%,i,-1%,13%,-2%,-16%,-12%,13%,-1%
CC(C)C[C@@H](CN)NC(=O)c1nc[nH]c1C(=O)N[C@@H](C)C(=O)CNC[C@H](C)NC(=O)c1nc[nH]c1C(=O)N[C@@H](CC(=O)O)C(=O)O,-3%,i,5%,14%,6%,i,-1%,-12%,/
O=C(NCCc1ccc(Cl)cc1)C1CCN(S(=O)(=O)N2CCCCC2)CC1,-2%,i,-18%,-21%,-16%,?,24%,-4%,0%
CCOC(=O)N1CCN(C(=O)c2cc(COc3ccc(F)cc3F)on2)CC1,3%,i,?,-17%,-12%,-23%,22%,-1%,2%
O=C(N/N=C/c1ccc(O)c2ccccc12)c1cccnc1,-1%,i,-11%,6%,0%,i,-11%,-20%,-9%
Cc1ccc(NC(=O)CCNS(=O)(=O)c2ccc3c(c2)oc(=O)n3C)cc1,0%,i,-20%,3%,3%,-11%[57.5 µM],33%,2%,3%
CN(CC(=O)NC1CC1)S(=O)(=O)c1ccc(Br)cc1,-6%,i,-8%,-12%,-4%,-16%,/,-8%,-5%
CC1(C)CC(=O)C(C=Nc2ccc(O)c(N=CC3=C(O)CC(C)(C)CC3=O)c2)=C(O)C1,2%,i,26%,1%,2%,-13%,4%,-8%,1%
CC(=O)c1ccc(NC(=O)CN2CCCC2)cc1,-7%,i,0%[1.82 µM],8%,-5%,?,27%,16%,-1%
CC1CCCCN1S(=O)(=O)c1ccc(C(=O)N(CCCN(C)C)c2nc3ccc(Br)cc3s2)cc1 (configuration not stated),-21%,i,-10%,?,?,-11%,?,10%,-7%
Cc1cncc(N2CCN(c3ccccn3)CC2)n1,10%,i,10%,17%,-9%,i,-21%,-19%,/
O=C(N/N=C/c1ccc[nH]1)c1cccnc1,8%,i,-5%,9%,-4%,-1%[57.5 µM],-1%,7%,-2%

# Some of these compounds in order of SMILES length, highest first.
SMILES,aSyn rescue,Akt phos inh,TDP43 rescue,GLP-1R inv ag,GLP1R cytotox,PTHR1 agonist,FUS yeast rescue,Abeta rescue,Mm-Cpn inhibitor
CC(C)C[C@@H](CN)NC(=O)c1nc[nH]c1C(=O)N[C@@H](C)C(=O)CNC[C@H](C)NC(=O)c1nc[nH]c1C(=O)N[C@@H](CC(=O)O)C(=O)O,-3%,i,5%,14%,6%,i,-1%,-12%,/
CC1CCCCN1S(=O)(=O)c1ccc(C(=O)N(CCCN(C)C)c2nc3ccc(Br)cc3s2)cc1 (configuration not stated),-21%,i,-10%,?,?,-11%,?,10%,-7%
Cc1ccc(NC(=O)CCNS(=O)(=O)c2ccc3c(c2)oc(=O)n3C)cc1,0%,i,-20%,3%,3%,-11%[57.5 µM],33%,2%,3%
O=C(NCCc1ccc(Cl)cc1)C1CCN(S(=O)(=O)N2CCCCC2)CC1,-2%,i,-18%,-21%,-16%,?,24%,-4%,0%
CCOC(=O)N1CCN(C(=O)c2cc(COc3ccc(F)cc3F)on2)CC1,3%,i,?,-17%,-12%,-23%,22%,-1%,2%
CN(CC(=O)NC1CC1)S(=O)(=O)c1ccc(Br)cc1,-6%,i,-8%,-12%,-4%,-16%,/,-8%,-5%
O=C(N/N=C/c1ccc(O)c2ccccc12)c1cccnc1,-1%,i,-11%,6%,0%,i,-11%,-20%,-9%
CC(=O)c1ccc(NC(=O)CN2CCCC2)cc1,-7%,i,0%[1.82 µM],8%,-5%,?,27%,16%,-1%
Cc1cncc(N2CCN(c3ccccn3)CC2)n1,10%,i,10%,17%,-9%,i,-21%,-19%,/
Cn1[nH]c(=O)c(Cl)c(Cl)c1=O,5%,i,-1%,13%,-2%,-16%,-12%,13%,-1%
